# OX1R antag-1 – blocks the human orexin 1 receptor; O43613; CHO/OX1R cells, Fluo-8 calcium fluorescence, orexin A; inhibition, % at 5 µM; hit rate 0.43% among 330,000; AID 434989;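 active = inhibition above its plate's threshold, mean inhibition of all tested compounds on the plate plus 3 SD, cut at about 37% in these data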;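 note: 0% = orexin A challenge wells and 100% = SB-334867-A antagonist wells; not every result past the cut was called active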
# Target sequence (O43613 whole entry, looked up): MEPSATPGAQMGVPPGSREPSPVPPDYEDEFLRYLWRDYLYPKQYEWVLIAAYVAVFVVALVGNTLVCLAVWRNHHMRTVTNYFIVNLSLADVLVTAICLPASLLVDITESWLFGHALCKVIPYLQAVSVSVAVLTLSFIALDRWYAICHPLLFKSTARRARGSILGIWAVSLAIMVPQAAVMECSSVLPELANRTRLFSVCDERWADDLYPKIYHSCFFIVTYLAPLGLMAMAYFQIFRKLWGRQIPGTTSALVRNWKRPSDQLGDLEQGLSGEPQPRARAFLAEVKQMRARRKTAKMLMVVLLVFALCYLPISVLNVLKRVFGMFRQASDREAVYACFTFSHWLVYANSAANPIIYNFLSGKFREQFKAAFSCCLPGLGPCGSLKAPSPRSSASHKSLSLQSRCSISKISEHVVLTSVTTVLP
# OX1R antag-2 – antagonists of human orexin 1 receptor (OX1R) | OX1R-expressing cells, FRET antagonist read-out | inhibition, % at 6.6 µM | hit rate 1.8% among 330,000 | AID 485270; in the data active = inhibition mostly above about 38%, no sharp cut-off; inactive = mostly below about 40%;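 note: 0% = agonist challenge alone and 100% = reference antagonist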
# * hit, by the source's call.
# Each structure is followed by: OX1R antag-1, OX1R antag-2
- CCC(C(=O)NC1CCCC1)N(C(=O)Cn1nnc(-c2ccc(C)o2)n1)c1cccc(O)c1 (centres undefined)
 : -25, 15
- CCN(C(=O)COC(=O)c1cccc(S(=O)(=O)N(CC)CC)c1)C1CCS(=O)(=O)C1 (centres undefined)
 : 4, 14
- CCCOc1c(Cl)cc(C(=O)NC)cc1OC
 : -8, 8
- COC(=O)c1cc2c(-c3ccccc3)c(C)c3ccccn3c-2c1C(=O)OC
 : -20, 61
- CNC(=S)N(Cc1ccc2c(c1)OCO2)C1CC(=O)N(c2ccc(F)cc2)C1=O (centres undefined)
 : 2, 29
- CCn1cc(S(=O)(=O)CC(=O)NC2CCCCC2)c2ccccc21
 : -15, 4
- Cc1c(/N=C(\[O-])Nc2ccc(Br)cc2)sn[n+]1C
 : -4, 16
- CC[n+]1ccccc1/C=C/Nc1ccccc1
 : -1, 8
- C=CCNCCOCCOc1ccc(Cl)cc1C(C)(C)C
 : -16, 8
- O=C(C1CCCO1)N1CCN(C(c2ccccc2)c2ccccc2)CC1 (centres undefined)
 : -28, 5
- CN(c1ccccc1C(=O)Nc1ccc2c(c1)OCCO2)S(C)(=O)=O
 : -16, 15
- COc1ccc(C(CNC(=O)COc2ccccc2C)N2CCOCC2)cc1 (centres undefined)
 : -22, 7
- NC(=O)c1ccc(-n2c(CCC(=O)O)ccc2-c2cccs2)cc1
 : -11, 12
- COc1ccccc1C(=O)Nc1ccnn1C1CCN(C(=O)c2ccoc2C)CC1
 : -17, 3
- Cc1ccccc1CNC(=O)CCC(=O)N1Cc2ccccc2Oc2ncccc21
 : -18, -4

# Of the compounds above, three have four or more nitrogen atoms.
# Each structure is followed by: OX1R antag-1, OX1R antag-2
- CCC(C(=O)NC1CCCC1)N(C(=O)Cn1nnc(-c2ccc(C)o2)n1)c1cccc(O)c1 (centres undefined)
 : -25, 15
- Cc1c(/N=C(\[O-])Nc2ccc(Br)cc2)sn[n+]1C
 : -4, 16
- COc1ccccc1C(=O)Nc1ccnn1C1CCN(C(=O)c2ccoc2C)CC1
 : -17, 3

# (listing goes on)
# Each structure is followed by: OX1R antag-1, OX1R antag-2
- COC(=O)C1CCN(Cc2cn(-c3ccccc3)nc2-c2ccc3c(c2)OCO3)CC1
 : -23, 41
- CCOc1cc(Br)c(C(=O)O)cc1OCC
 : -3, 6
- COC(=O)C1=NNC2C(=O)N(c3ccc(C)cc3)C(=O)C12 (centres undefined)
 : -2, 9
- COc1ccc(Nc2ncnc3ccc([N+](=O)[O-])cc23)c(OC)c1
 : -8, 66*
- O=C(c1ccc(S(=O)(=O)NCC2CCCO2)cc1)N1CCc2ccccc21 (centres undefined)
 : -21, 31
- O=c1c(Cc2ccccc2)c(O)ccn1C1CCCCCCC1
 : -6, 10
- O=C(/C=C/Nc1ccccc1)C(F)(F)F
 : -9, 18
- O=C(c1ccccc1)C1CCN(C(=O)c2ccc(Cl)cc2)CC1
 : -21, -1
- Cc1c(C)n(C(=O)CSc2ncn[nH]2)c2ccccc12
 : -13, 3
- O=c1oc(-c2ccccc2)nc2c1cnn2-c1ccccc1
 : -13, 5
- CCOC(=O)C1CCCN(C(=O)C2c3ccccc3Oc3ccccc32)C1 (centres undefined)
 : 22, 45*
- O=C(CNC(=O)c1ccncc1)N/N=C/c1cccc([N+](=O)[O-])c1
 : 0, 38
- O=C(c1cc2ccccc2oc1=O)N1CCN(C(=O)C2CCCO2)CC1 (centres undefined)
 : 5, 13
- O=C(Nc1cccc(Cl)c1)c1nc[nH]c1C(=O)NCc1ccccc1
 : -6, 6
- CCOC(=O)N1CCN(Cc2cc(=O)oc3ccc4ccccc4c23)CC1
 : -23, 14
- CCN(C(=O)COC(=O)c1cccnc1SC)C1CCCCC1
 : 31, 57*
- NS(=O)(=O)c1cccc(NC(=O)COC(=O)CN2C(=O)C3CC=CCC3C2=O)c1 (centres undefined)
 : -10, 16
- Cc1cccn2c(CN3CCCC(c4ccccc4)C3)c(C(=O)N3CCOCC3)nc12 (centres undefined)
 : -19, 15
- Cc1nn(C)c(Cl)c1CN1CCN(C2CCCC2)C(CCO)C1 (centres undefined)
 : -13, 6
- Cc1ccc(NC(=O)CC2NCCNC2=O)cc1Cl (centres undefined)
 : -5, 2
- C/C(=N\NS(=O)(=O)c1ccc(Br)cc1)c1cccs1
 : -20, 16
- O=C(Nc1ccccc1N1CCN(C(=O)c2ccccc2)CC1)c1ccc2c(c1)OCO2
 : 3, 11
- COc1ccc2[nH]cc(C(=O)CN3CCCC(C)(C)C3)c2c1
 : -29, 6
- N#Cc1nc(-c2cccs2)oc1NCc1ccc(Cl)cc1
 : 18, 34
- Cc1onc(-c2c(F)cccc2Cl)c1C(=O)ONC(=O)c1ccco1
 : -12, 4
- CC(/C=C1\NC(=S)NC1=O)=C\c1ccccc1
 : -20, 24
- O=C(CCNC(=O)c1ccccc1Cl)NCC12CC3CC(CC(C3)C1)C2
 : -10, 1
- COC(=O)c1cc(S(=O)(=O)N2CCN(c3cccc(C)c3C)CC2)c[nH]1
 : -20, -6
- NS(=O)(=O)c1cc(C(=O)NCCc2ccccn2)ccc1Cl
 : 0, 6
- Cn1c(=O)c2ccccc2n2c(=S)[nH]nc12
 : -8, 17
- COC(=O)CC(NC(=O)CN1CCN(c2ccc(F)cc2)CC1)c1cccc(F)c1 (centres undefined)
 : -21, 12
- CCOC(=O)CSc1nnc(-c2ccc(S(=O)(=O)N3CCC(C)CC3)cc2)o1
 : -2, 13
- C=CC[C@@H](Cc1ccc(F)cc1)C(=O)OC[C@@H]1CCCN1C(=O)[C@@H](CC=C)CC(=O)NCCO
 : -17, 8
- COc1ccc(NC(=O)C(c2ccc(OC)cc2)N(C)C(=O)CC2NC(=O)NC2=O)cc1 (centres undefined)
 : 3, 2
- Cc1ccc(-c2nnn(CC(=O)N(c3ccccc3F)C(CC(C)C)C(=O)NCC3CCCO3)n2)cc1 (centres undefined)
 : -30, 5
- O=C(Nc1ccccc1O)c1c(O)c2c([nH]c1=O)CCCC2
 : 0, 13
- CCN(C(=O)COC(=O)c1c(-c2ccccc2)noc1C)c1c(N)n(Cc2ccccc2)c(=O)[nH]c1=O
 : -14, 5
- O=C(COC(=O)CNC(=O)c1ccc(F)cc1)NC1CCCc2ccccc21 (centres undefined)
 : -22, 9
- CN(CC(=O)Nc1ccc(F)cc1)C(=O)CN1C(=O)c2cccc([N+](=O)[O-])c2C1=O
 : -3, 8
- CC(C)(C)OC(=O)NCCC(=O)N/N=C/c1cccc2cccnc12
 : -7, 4
- Cc1ccc(/C=C/C(=O)Nc2ccc(N(C)C)cc2)o1
 : -16, 15
- O=C(Nc1nc2cc3c(cc2s1)OCO3)C1CCCCC1
 : -12, 35
- CCN1C(=O)C(CC(=O)Nc2ccccc2)S/C1=N\c1ccccn1 (centres undefined)
 : -12, 6
- C[C@H]1COC(=O)[C@H](CC(=O)OC(C)(C)C)C/C=C\C[C@@H](CC(=O)N[C@H](CO)Cc2ccccc2)C(=O)N1
 : 15, 1
- C/C(=N\NC(=O)c1ccc(F)cc1)c1cccc(NC(=O)c2ccco2)c1
 : -27, 18

# For reference, two of the compounds above:
# Each structure is followed by: OX1R antag-1, OX1R antag-2
- COC(=O)CC(NC(=O)CN1CCN(c2ccc(F)cc2)CC1)c1cccc(F)c1 (centres undefined)
 : -21, 12
- CCOC(=O)CSc1nnc(-c2ccc(S(=O)(=O)N3CCC(C)CC3)cc2)o1
 : -2, 13

# (next part)
# Each structure is followed by: OX1R antag-1, OX1R antag-2
- CN(C)c1ccc(NC(=O)CSc2nnc(-c3ccco3)c(-c3ccco3)n2)cc1
 : -17, 26
- O=C(OCCOc1ccc(Br)cc1)c1ccc(Cl)c(S(=O)(=O)N2CCOCC2)c1
 : 4, 15
- CCOc1ccc2[nH]c3ncccc3c(=O)c2c1
 : -20, 23
- CCC1CCCCN1C(=O)COC(=O)c1n[nH]c2ccccc12 (centres undefined)
 : -21, 25
- COc1ccc(C2C(C(=O)O)CCC(=O)N2c2ccc(OC)cc2)cc1 (centres undefined)
 : -6, 8
- CC(C)(O)C1CC[C@@](C)([C@@H]2CC[C@]3(C)[C@H]2[C@H](O)CC2[C@@]4(C)CCC(O)C(C)(C)C4C(OC4OC(CO)C(O)C(O)C4O[C@@H]4OCC(O)C(O)C4O)C[C@]23C)O1 (some centres undefined)
 : 14, 13
- COc1ccc(C(C(=O)NCc2ccccc2)N(Cc2ccco2)C(=O)c2cnccn2)cc1 (centres undefined)
 : -18, 23
- Cc1nc2ccccc2cc1C(=O)N/N=C/c1cccc([N+](=O)[O-])c1
 : -8, 48
- Cc1ccc(CN(CCO)CCO)cc1
 : 0, 8
- O=C(CCN1C(=O)c2ccccc2C1=O)Nc1ccc(-c2nc3ccccc3s2)cc1
 : -33, 10
- O=C(O)C1CC(=O)N(C2CCCCC2)C1c1ccccc1 (centres undefined)
 : -9, -4
- CCOC(=O)Cn1c(CCC(=O)O)ccc1-c1ccc(F)cc1
 : -22, 10
- C[C@H]1CN([C@@H](C)CO)C(=O)c2cccc(NC(=O)Nc3ccc(F)cc3)c2O[C@@H]1CN(C)Cc1ccc(C(=O)O)cc1
 : 11, 5
- COC(=O)C1=C(C)NC(=S)NC1c1ccc(OCC(=O)N2CC(C)OC(C)C2)c(OC)c1 (centres undefined)
 : -18, 14
- CCN(c1ccc(OC)cc1)S(=O)(=O)c1ccc2c(c1)CC(C)N2C(=O)C1CC1 (centres undefined)
 : -40, 10
- CCOC(=O)C1CCN(S(=O)(=O)c2c(C)n[nH]c2C)CC1
 : -13, 14
- CC1CC(C)(C)CC(=O)C1C(=O)c1ccccc1 (centres undefined)
 : -23, 23
- O=C(O)c1ccc(Br)c(S(=O)(=O)N2CCCC2)c1
 : -2, 14
- CC(C)(C)OC(=O)NCCCC[C@H](NC(=O)c1nc[nH]c1C(=O)N1CCc2ccccc2C1)C(=O)OC(C)(C)C
 : -38, 1
- C[C@]1(CO)CCC[C@@]2(C)C1CC[C@@H](CO)[C@@H]2CCc1ccoc1 (some centres undefined)
 : -18, -6
- CC(C)CCNC(=O)CN(CC1CCCO1)C(=O)CCC(=O)Nc1ccccn1 (centres undefined)
 : -16, -5
- O=C(NC1CCS(=O)(=O)C1)c1cccc(S(=O)(=O)N2CCOCC2)c1 (centres undefined)
 : 14, 0
- COc1cc(/C=C/C(=O)OCC(=O)N2c3ccccc3NC(=O)C2(C)C)cc(OC)c1OC
 : 12, 39*
- CCC(C)NC(=O)COc1ccc(S(=O)(=O)N2CCOCC2)cc1 (centres undefined)
 : 3, 17
- CCn1cc(C(=O)N(C)c2ccc(OC)cc2OC)c2cc(OC)c(OC)cc2c1=O
 : -36, -3
- CSC(=Nc1ccccc1)C(C#N)c1nc2ccccc2[nH]1 (centres undefined)
 : -32, 13
- COCCn1cc(C(=O)c2cc(Br)ccc2O)cc(C#N)c1=O
 : 2, 20
- CCc1ccc(C2c3[nH]c4ccccc4c3CCN2C(=O)CNC(N)=O)cc1 (centres undefined)
 : -21, 5
- CC(=O)Nc1ccc(C)c(NC(=S)Nc2ccc(F)cc2)c1
 : -17, 9
- COc1ccc(Nc2nc(NC(C)(C)C)nc(N3CCCC3)n2)c(OC)c1
 : -28, 31

# Part of the list above, field by field:
O=C(O)c1ccc(Br)c(S(=O)(=O)N2CCCC2)c1
  OX1R antag-1 = -2
  OX1R antag-2 = 14
CC(C)(C)OC(=O)NCCCC[C@H](NC(=O)c1nc[nH]c1C(=O)N1CCc2ccccc2C1)C(=O)OC(C)(C)C
  OX1R antag-1 = -38
  OX1R antag-2 = 1
C[C@]1(CO)CCC[C@@]2(C)C1CC[C@@H](CO)[C@@H]2CCc1ccoc1 (some centres undefined)
  OX1R antag-1 = -18
  OX1R antag-2 = -6

# (list continues)
# Each structure is followed by: OX1R antag-1, OX1R antag-2
- O=C(COC(=O)c1ccccc1O)NCc1ccco1
 : 3, 10
- CN1CCN(S(=O)(=O)c2cccc(C(=O)N(Cc3ccccc3)c3ccccc3)c2)CC1
 : -14, 16
- C#CCOCCOCCOCCNc1nc(N2CCN(C(=O)[C@H]([C@@H](C)O)n3cc(CCCCN)nn3)CC2)nc(N2CCN(C(=O)[C@H](Cc3ccc(O)cc3)n3cc(CCO)nn3)CC2)n1
 : 5, 12
- C=CCSc1nnc(NC(=O)CSc2nc3ccccc3o2)s1
 : -10, 14
- Cc1ccc(NC(=O)CC(NC(=O)c2ccccc2Cl)c2ccccc2)nc1 (centres undefined)
 : 16, 10
- COc1ccccc1-c1cc(C(=O)Nc2cc(C)n(Cc3ccc(Cl)cc3)n2)no1
 : -18, 16
- Cc1cccc(NC(=O)Cn2c([N+](=O)[O-])cnc2C)c1C
 : -24, 15
- O=C(CSc1n[nH]c(=O)[nH]c1=O)Nc1ccc(Br)cc1Br
 : -5, 3
- CC1Cn2c(nc(=O)c3c2NCN(CCc2ccccc2)C3)S1 (centres undefined)
 : 6, 9
- CCOC(=O)N1CCN(Cc2nc3c(c(=O)n(C)c(=O)n3C)n2Cc2cccc(C)c2)CC1
 : -28, 7
- CCc1ccc(CN(C)Cc2nc(Cc3ccc(OC)c(OC)c3)no2)nc1
 : -27, 7
- CNC(=O)c1cc(-c2ccc(Cl)cc2)n(-c2ccccc2)n1
 : -4, 7
- O=C(O)COc1ccccc1C=NNc1ccc([N+](=O)[O-])cc1S(=O)(=O)Nc1ccc(Cl)cc1
 : 5, 7
- C=CC[C@@H](CC(=O)N[C@H](CO)Cc1ccccc1)C(=O)N[C@@H](COC(=O)[C@H](CC=C)CC(=O)OC(C)(C)C)Cc1ccccc1
 : 9, 12
- Cc1cc2c(c(SCC(=O)NCc3ccc(Cl)cc3)n1)C(=O)OC2
 : -23, 21
- COc1ccc(NC(=O)Cn2cc(S(=O)(=O)Cc3ccccc3)c3ccccc32)c(OC)c1
 : -9, 6

# Entries of single compounds as entered above:
# `O=C(O)C1CC(=O)N(C2CCCCC2)C1c1ccccc1` (centres undefined) in the list: OX1R antag-1: -9; OX1R antag-2: -4
# `Cc1ccc(CN(CCO)CCO)cc1` in the list: OX1R antag-1: 0; OX1R antag-2: 8

# Bioassay records from PubChem BioAssay.
